NPY-Y2 antag = blocks the human neuropeptide Y Y2 receptor; P49146; NPY-Y2 expressing cells, antagonist mode; inhibition, % at 2.7 µM; 140,000 compounds, 0.99% hits; AID 793; in the data active means inhibition above about 17%;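 further: 0% = vehicle with agonist challenge and 100% = reference antagonist with challenge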
Target sequence (P49146 whole entry, looked up): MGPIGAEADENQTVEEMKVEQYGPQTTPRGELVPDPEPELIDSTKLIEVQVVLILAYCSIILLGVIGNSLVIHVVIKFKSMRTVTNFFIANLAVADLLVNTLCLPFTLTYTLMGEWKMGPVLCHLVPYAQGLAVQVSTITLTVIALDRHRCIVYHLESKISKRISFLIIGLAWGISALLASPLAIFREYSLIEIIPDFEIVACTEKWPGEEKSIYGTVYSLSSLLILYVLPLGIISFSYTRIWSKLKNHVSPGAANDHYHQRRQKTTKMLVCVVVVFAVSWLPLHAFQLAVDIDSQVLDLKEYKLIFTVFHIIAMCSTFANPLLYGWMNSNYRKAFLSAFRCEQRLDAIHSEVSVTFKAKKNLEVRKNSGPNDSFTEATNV
Measles CPE = protection of cells from measles virus | Measles virus-infected cells, CPE protection, absorbance | protection (pct of control), % at 4 µM | 140,000 compounds, 1.5% hits | AID 841; in the data active means protection mostly above about 24%, no sharp cut-off; inactive means mostly below about 26%; further: some compounds called inactive have numbers as strong as hits
Yeast lifespan up = yeast lifespan extension | S. cerevisiae growth with nicotinamide, OD615; deaD strain in restrictive glucose medium | inhibition of the nicotinamide effect, % at 10 µM | 130,000 compounds, 0.68% hits | AID 775;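 active means inhibition above a set limit, placed 3 SD over the median of all compounds, cut at about 26% in these data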;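 further: 0% = nicotinamide-treated wells and 100% = cells grown without nicotinamide; some compounds called inactive have numbers as strong as hits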
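System: Modified budding yeast, DeaD strain | Buffer or medium: Restrictive glucose medium | Also added: 1.5 mM nicotinamide | Doses: 10 µM single point, 0.25% DMSO | Schedule: 48 h compound exposure at 30 °C, humidified | Detection: Absorbance at 615 nm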
GALR2 blocker = GALR2 (human) receptor antagonism; AID 828; inhibition, % at 4 µM; GALR2-expressing cells, antagonist mode; 140,000 compounds, 0.39% hits; O43603; in the data active means inhibition above about 27%;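 further: cells stimulated with galanin 1-16 at roughly its EC80; 0% = agonist challenge control and 100% = basal control without agonist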
Target sequence (O43603 whole entry, looked up): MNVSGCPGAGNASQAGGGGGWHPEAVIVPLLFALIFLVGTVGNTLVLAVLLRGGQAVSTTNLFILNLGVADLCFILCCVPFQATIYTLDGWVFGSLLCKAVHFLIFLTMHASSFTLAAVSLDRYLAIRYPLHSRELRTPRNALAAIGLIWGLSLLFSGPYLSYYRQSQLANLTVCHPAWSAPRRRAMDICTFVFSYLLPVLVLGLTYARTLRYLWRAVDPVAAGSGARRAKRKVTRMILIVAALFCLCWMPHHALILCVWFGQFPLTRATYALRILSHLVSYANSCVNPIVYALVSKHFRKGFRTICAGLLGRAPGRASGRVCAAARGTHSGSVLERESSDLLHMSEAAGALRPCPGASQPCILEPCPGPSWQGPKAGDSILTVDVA
E-sel TNF inh = blocks E-selectin expression induced by TNF alpha; HUVEC TNFa-induced E-selectin immunofluorescence, high content; 120,000 compounds, 0.71% hits; inhibition, % at 2 µM;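 active means inhibition above the batch mean plus 3 SD, and confirmed as a hit on visual image review, cut at about 43% in these data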;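 further: 0% = TNF-stimulated DMSO wells and 100% = unstimulated control wells; not every result past the cut was called active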
PTEN del growth = suppresses growth of cells with PTEN deletion. HCT116 PTEN-null viability, CellTiter-Glo, 60 h; active compounds read low. viability, % at 10 µM. 140,000 compounds, 1.2% hits;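 active means viability at or below a set limit, 4 SD under the median of all tested compounds, cut at about 3.7% in these data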;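 further: PTEN knockout HCT116 line with beta catenin targeted HCT116 as companion control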
MRP-1 activ = activators of MRP-1 | H69AR cells + doxorubicin, viability rescue, CellTiter-Glo | viability increase, % at 10 µM | AID 799 | 140,000 compounds, 0.61% hits;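 active means viability gain under doxorubicin at or above a set limit, the compound median plus 3 SD, cut at about 4.7% in these data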;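 further: MRP-1 overexpressing cells given doxorubicin 25 µM after compound pretreatment; 18-22 h compound pretreatment then 72 h with doxorubicin before readout; 0% = doxorubicin-only wells and 100% = vehicle-treated cells without doxorubicin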
Phagocytosis inh = macrophage phagocytosis inhibition. J774A.1 macrophage IgG-bead phagocytosis, imaging. inhibition, % at 5 µM. 110,000 compounds, 0.07% hits. AID 1029;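 active means inhibition above the mean of the plate negative controls plus 5 SD, cut at about 13% in these data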;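 further: phagocytic index as fraction of beads internalized from green versus red external bead signal; plate controls were DMSO negative control for no effect and cytochalasin-D positive control for full effect; some results beyond the cut were filed as inactive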
bCat KO growth = beta-catenin-lacking colon tumor cell growth suppression; HCT116 beta-catenin knockout viability, CellTiter-Glo, 60 h; active compounds read low; viability, % at 10 µM; 140,000 compounds, 1.5% hits; AID 818;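 active means viability at or under a set limit, the compound median less 4 SD, cut at about 6% in these data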;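 further: 0% = Hyamine 1622 control at 20 µM and 100% = untreated cell control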
BB579 growth dn = reduces growth of yeast BB579 in restrictive medium. S. cerevisiae BB579 growth, OD615, 48 h. AID 804. inhibition, % at 10 µM. 140,000 compounds, 0.51% hits;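 active means inhibition above a set limit, 3 SD over the mean compound inhibition, cut at about 44% in these data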; further: inactives centre near -24
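Test system: Saccharomyces cerevisiae DeaD strain BB579, replicative lifespan model yeast | Buffer or medium: Restrictive CSMM-D medium | Doses: One dose, 10 µM compound with 0.25% DMSO | Incubation: 48 h exposure, 30 °C | Detection: Culture absorbance at 615 nm | Control set: Amphotericin B at 10 µg/mL as positive control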
The depositor's hits bear a star; . = not tested or not shown. An unsorted share of the library (roughly 6.3% active in at least one column).

SMILES	NPY-Y2 antag	Measles CPE	Yeast lifespan up	GALR2 blocker	E-sel TNF inh	PTEN del growth	MRP-1 activ	Phagocytosis inh	bCat KO growth	BB579 growth dn
O=S(=O)(Nc1cccc(-c2cn3cccnc3n2)c1)c1ccccc1	2	10	1	2	.	99	-0.4	12	94	-16
CC12CCC(=O)N1C(C(=O)OCC(=O)Nc1ccc(S(N)(=O)=O)cc1)CS2 (stereo not given)	-1	9	-2	-2	.	100	0.0	-6	90	12
CCc1cc2c(nc1CC)CCN(CC/C(C)=N/O[C@@H](C)c1cc(-c3c(C)cc(C)cc3C)no1)C2	6	25*	-2	-11	.	32	-3.6	.	21	-14
CCCCNC(=O)c1ccc2c(OCC)n(CCCC)nc2c1	1	4	-18	2	-23	91	-3.2	.	98	-38
O=C(Cn1nc(-c2ccc(F)cc2)ccc1=O)Nc1ccc(C(=O)NC2CC2)cc1	0	23	-3	1	.	90	-4.3	-2	94	-38
O=C(c1ccccc1)N1CCCC(c2nc3c(nnn3Cc3ccccc3)c(=O)[nH]2)C1 (stereo not given)	3	2	-6	-11	.	103	-0.2	1	95	-58
CCOC(=O)C1(C)NC(c2ccc(N(C)C)cc2)C2C(=O)N(CC)C(=O)C21 (stereo not given)	0	3	-29	-6	-10	93	-3.9	0	91	-35
CCN(CC)CCCNC(=O)C1c2cc(OC)c(OC)cc2C(=O)N(C)C1c1cccs1 (stereo not given)	-1	13	-5	2	9	108	-0.4	0	93	-21
Cc1cc(C)n2nc(CC(=O)NCc3ccc(F)cc3)nc2n1	2	30	-5	9	.	94	0.6	4	92	-26
O=C(Nc1nc2c(s1)CCCC2)c1ccc(Br)o1	2	20	-9	3	.	55	-4.2	-1	56	-7
CSc1nc(NC(C)=O)nc(C)c1Br	3	9	.	-5	-19	105	-0.3	.	90	-10
COc1cccc(CC(=O)NCC2COc3ccccc3O2)c1OC (stereo not given)	-2	.	-7	-1	4	90	-0.8	.	91	-2
COC(=O)c1sc(=S)n(-c2ccccc2)c1N	2	1	-12	-4	-2	103	-0.6	2	113	-54
O=c1cc(CSc2nnnn2-c2ccccc2)[nH]c2[nH]n(-c3ccccc3)c(=O)c12	2	27	-2	4	2	94	0.6	0	96	-23
CCCCCSc1nc2c(cnn2-c2ccccc2)c(=O)[nH]1	-3	6	-13	-1	-39	74	-1.6	-4	63	-42
COCCOC(=O)C1=C(C)NC(=S)NC1/C=C/c1ccccc1 (stereo not given)	4	7	-2	1	-7	84	-2.5	.	98	-4
Cc1csc(NC(=O)COc2ccc3c(C)cc(=O)oc3c2)n1	0	16	-12	-4	-10	102	-0.9	.	89	-86
COc1ccc(-c2cc(-c3ccccc3)c(C#N)c(S(C)(=O)=O)n2)cc1	2	4	-2	-1	3	0.9*	-3.7	0	1.1*	5
CCn1c(Sc2ccc(N)cc2Cl)nc2ccccc21	8	23	5	-1	-18	58	-1.6	-5	69	-16
O=C(NC1CCCC1)C(c1ccsc1)N(C(=O)Cc1cccs1)c1ccccc1 (stereo not given)	1	0	-6	17	-14	82	-1.3	1	78	-22
CCCCNC(=O)C(NS(=O)(=O)c1cccc2nsnc12)c1ccccc1 (stereo not given)	3	11	-16	-6	.	82	-1.9	.	92	-26
CCN(c1cccc(C)c1)S(=O)(=O)c1ccc2c(c1)CCN2C(C)=O	4	5	6	20	-7	35	-3.5	-4	40	-35
Cc1cc(C(=O)N/N=C/c2ccc(O)c([N+](=O)[O-])c2)c(C)n1-c1ccc(F)cc1	1	27	-3	-16	16	75	-2.6	-2	66	-23
COc1cc(C)c(CNC2CCCCC2)cc1C	4	4	-12	-6	9	91	-2.1	0	94	-49
O=C(c1cnc2ccccn2c1=O)N1CCc2ccccc21	1	15	0	0	8	99	-1.4	-1	85	-2
CC(Sc1cccc2cccc(C(=O)O)c12)C(=O)O (stereo not given)	0	9	-1	16	4	93	-0.8	-1	91	-21
Cc1ccc(S(=O)(=O)N2CCCCC2C(=O)N2CCN(C)CC2)cc1 (stereo not given)	1	1	-4	-9	-3	95	-2.1	-1	91	-25
CC(C)c1nc(NCCN2CCOCC2)c(C#N)c2c1COC(C)(C)C2	1	3	-11	-12	.	72	-3.1	0	78	-17
Cc1cccnc1NC(=S)NC(=O)/C=C/c1ccco1	4	13	-12	-1	20	99	-2.4	1	97	-38
CSCCC(NS(=O)(=O)c1ccc2c(c1)oc(=O)n2C)C(=O)NC1CCCCC1 (stereo not given)	1	10	-4	-2	.	101	-0.9	0	104	-18
Cn1c(=O)cc(OCCCC(=O)Nc2ccccn2)c2ccccc21	5	27	-9	6	.	62	-3.1	.	69	-42
CCc1ccc(OCCNC(=O)OCc2ccccc2)cc1	16	6	-5	-1	25	97	0.7	-1	89	-24
COc1ccccc1OCC(=O)OCC(=O)NCCN1C(=O)CSC1=O	2	3	-6	-11	.	109	1.1	1	99	17
COCCn1c(SCC(=O)Nc2cccc(C)c2)nnc1C(C)C	1	6	4	0	.	107	0.0	0	102	-36
CCC(=O)N(Cc1ccco1)c1nc(-c2ccccc2)cs1	10	8	-12	14	.	87	-3.2	1	96	-4
Cc1ccccc1OCC(=O)OCC(=O)NCc1cccs1	4	3	1	2	17	91	-1.1	-3	107	-34
COc1cc2nc(CN3C(=O)c4ccccc4C3=O)oc(=O)c2cc1OC	5	7	-2	7	9	104	0.1	-1	95	-56
COc1ccc(NS(=O)(=O)c2ccc(NC(C)=O)cc2)cc1OC	2	18	-4	10	-11	66	-0.3	0	61	-29
CCCCCn1c(C(C)NC(=O)CCC)nc2ccccc21 (stereo not given)	0	5	2	-7	-8	82	-0.7	0	76	-44
Cc1c(C(=O)NCCC2=CCCCC2)oc2ccc(S(=O)(=O)N3CCC4(CC3)OCCO4)cc12	6	11	-2	-9	11	29	-2.4	2	48	4

A second format for some results above:
smiles | NPY-Y2 antag | Measles CPE | Yeast lifespan up | GALR2 blocker | E-sel TNF inh | PTEN del growth | MRP-1 activ | Phagocytosis inh | bCat KO growth | BB579 growth dn
CCc1ccc(OCCNC(=O)OCc2ccccc2)cc1 | 16 | 6 | -5 | -1 | 25 | 97 | 0.7 | -1 | 89 | -24
COc1ccccc1OCC(=O)OCC(=O)NCCN1C(=O)CSC1=O | 2 | 3 | -6 | -11 | . | 109 | 1.1 | 1 | 99 | 17
COCCn1c(SCC(=O)Nc2cccc(C)c2)nnc1C(C)C | 1 | 6 | 4 | 0 | . | 107 | 0.0 | 0 | 102 | -36
CCC(=O)N(Cc1ccco1)c1nc(-c2ccccc2)cs1 | 10 | 8 | -12 | 14 | . | 87 | -3.2 | 1 | 96 | -4
Cc1ccccc1OCC(=O)OCC(=O)NCc1cccs1 | 4 | 3 | 1 | 2 | 17 | 91 | -1.1 | -3 | 107 | -34
COc1cc2nc(CN3C(=O)c4ccccc4C3=O)oc(=O)c2cc1OC | 5 | 7 | -2 | 7 | 9 | 104 | 0.1 | -1 | 95 | -56

Remaining list, next part
SMILES	NPY-Y2 antag	Measles CPE	Yeast lifespan up	GALR2 blocker	E-sel TNF inh	PTEN del growth	MRP-1 activ	Phagocytosis inh	bCat KO growth	BB579 growth dn
CC1CCCCN1CCn1cnc2c([nH]c3ccccc32)c1=O (stereo not given)	2	14	8	5	-6	88	-3.7	0	94	-12
CCc1ccc(C2C(C#N)=C(N)N(N(C)C)C3=C2C(=O)CCC3)s1 (stereo not given)	0	17	0	-4	.	94	-1.9	-4	90	-40
CCNC(=O)CP(=O)(c1ccccc1)c1ccccc1	0	4	-8	2	-4	105	0.0	-1	99	-18
O=C(Nc1cccc(Cl)c1)Nc1nnc(CC2=CCCCC2)s1	-1	11	-1	5	.	3.4*	-3.0	-3	8	-5
COc1ccccc1-n1cnnc1SCC(=O)Nc1cccc(S(=O)(=O)N2CCCCC2)c1	3	10	5	4	-14	69	-0.3	-12	63	-45
O=C(CSc1ccc2nnc(-c3ccccn3)n2n1)Nc1ccc2c(c1)OCO2	1	19	-7	1	.	106	-1.2	0	99	-78
COc1cc(C(=O)NCC(=O)N/N=C(/C)c2cccs2)cc(OC)c1OC	0	3	-3	4	-1	89	-2.8	-2	96	0
Cc1cccc(-c2noc(Cc3ccccc3)n2)c1	3	21	-24	-14	29	96	0.3	4	85	-1
COc1ccc(C(=O)NCc2cccnc2)cc1OC	1	9	-19	-12	.	114	0.9	0	106	9
Cc1cc(SCC(=O)c2ccccc2)n2nc(C)nc2n1	6	13	8	15	-32	87	-4.0	.	76	-23
C[N+]1(CC(O)COc2ccccc2)CCN(C(=O)c2ccc([N+](=O)[O-])cc2)CC1 (stereo not given)	2	18	10	15	.	93	0.6	-8	91	-52
CCOC(=O)N1CCC(NC(=O)C2CCN(S(=O)(=O)c3cnc[nH]3)CC2)CC1	3	22	-3	-4	-42	90	-1.3	-3	98	-12
CC(C)(C)OC(=O)NCCc1nnc(SCC(=O)c2ccc(Cl)cc2)o1	0	18	-5	4	-3	43	-0.4	-1	40	-31
N#Cc1c(N)sc(=S)c2c1CCCC2	2	15	-31	4	8	95	0.2	-4	91	-32
CN1CCN(c2ccc([N+](=O)[O-])cc2S(=O)(=O)N2CCOCC2)CC1	-2	11	-5	-10	-12	94	-2.0	.	101	10
Cc1ccccc1NC(=O)N1CCCC(c2nc(-c3ccc(C(C)C)cc3)no2)C1 (stereo not given)	2	35	-12	6	-2	101	1.4	-3	105	9
Cc1cccc(NC(=O)/C(=C\c2ccco2)NC(=O)c2cccs2)c1	5	6	0	-3	-17	94	-2.6	.	100	-22
CCn1c(=O)cc(OCC(=O)NCCC(C)C)c2ccccc21	2	7	-10	2	.	83	-2.6	0	93	-18

Rewritten in CSV form: entries from further up.
smiles,NPY-Y2 antag,Measles CPE,Yeast lifespan up,GALR2 blocker,E-sel TNF inh,PTEN del growth,MRP-1 activ,Phagocytosis inh,bCat KO growth,BB579 growth dn
CN1CCN(c2ccc([N+](=O)[O-])cc2S(=O)(=O)N2CCOCC2)CC1,-2,11,-5,-10,-12,94,-2.0,.,101,10
Cc1cccc(NC(=O)/C(=C\c2ccco2)NC(=O)c2cccs2)c1,5,6,0,-3,-17,94,-2.6,.,100,-22
N#Cc1c(N)sc(=S)c2c1CCCC2,2,15,-31,4,8,95,0.2,-4,91,-32
Cc1ccccc1NC(=O)N1CCCC(c2nc(-c3ccc(C(C)C)cc3)no2)C1 (stereo not given),2,35,-12,6,-2,101,1.4,-3,105,9
C[N+]1(CC(O)COc2ccccc2)CCN(C(=O)c2ccc([N+](=O)[O-])cc2)CC1 (stereo not given),2,18,10,15,.,93,0.6,-8,91,-52
CCOC(=O)N1CCC(NC(=O)C2CCN(S(=O)(=O)c3cnc[nH]3)CC2)CC1,3,22,-3,-4,-42,90,-1.3,-3,98,-12

Source: PubChem (several laboratories)
